miR-122 sensor = inhibitors of miR-122 in Huh7 cells. Huh7 miR-122 Renilla luciferase sensor, 48 h; neutral wells = 0, positive control = 100. activation (reporter increase), % at 12.5 µM. 0.3% of 340,000 active;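 active = mean replicate activation score at least 90 and every replicate individually at or above 90; inconclusive = only one of the two criteria met; inactive = neither criterion met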;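 note: higher luciferase means less miR-122 activity so hits act as miR-122 inhibitors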
ERAP1 HTS inh = inhibitors of human ERAP1 aminopeptidase; 0.15% of 340,000 active; AID 652197; recombinant ERAP1, Leu-AMC fluorescence, 60 min; inhibition, % at 10.7 µM;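 active = mean replicate inhibition of at least 30%, or all replicates individually reaching that 30% level; inactive = mean below 30% and not every replicate reaching it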;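 note: 0% = neutral control wells and 100% = L-leucinethiol positive control wells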
DENV2 CPE rescue = inhibitors of DENV2 cytopathic effect; DENV2-infected cells, cytopathic effect rescue, plate reader; CPE inhibition, % at 9.99 µM; 1.7% of 350,000 active; AID 651640; in the data active = CPE inhibition above about 20%, passing the limit was not always enough; inconclusive = no clear call, values can overlap the other calls; tested in BHK-21 cells;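 note: 0% = median of neutral control wells and 100% = median of positive control wells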
Casp6 inh = blocks human caspase-6 cleavage activity; inhibition, % at 12.5 µM; purified caspase-6, Z-VEID-R110 cleavage fluorescence; 0.53% of 350,000 active; AID 686996; P55212;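 active = mean inhibition across replicates at least about 35%, with every replicate also reaching that limit, limit read from the data; inconclusive = only one of the two criteria met; inactive = neither criterion met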;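 note: 0% = median of neutral control wells and 100% = no fluorescence left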
Target sequence (P55212 24-179 limits assumed): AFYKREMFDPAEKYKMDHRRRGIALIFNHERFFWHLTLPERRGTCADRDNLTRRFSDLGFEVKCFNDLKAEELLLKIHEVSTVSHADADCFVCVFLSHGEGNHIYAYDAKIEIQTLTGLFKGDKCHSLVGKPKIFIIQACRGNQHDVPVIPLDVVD
Target sequence (P55212 194-293 limits assumed): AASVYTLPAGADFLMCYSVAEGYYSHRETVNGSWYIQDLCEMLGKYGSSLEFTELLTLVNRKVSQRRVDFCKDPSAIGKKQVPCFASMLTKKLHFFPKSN
ERp5 block = inhibitors of human ERp5; AID 651711; Q15084; inhibition, % at 9.99 µM; 0.05% of 350,000 active; ERp5 insulin aggregation, absorbance 650 nm, 90 min;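 active = mean replicate inhibition above about 25%, with every replicate also reaching it, limit read from the data, passing the limit was not always enough; inconclusive = only one of those two criteria met; inactive = neither criterion met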
Target sequence (Q15084 whole entry, looked up): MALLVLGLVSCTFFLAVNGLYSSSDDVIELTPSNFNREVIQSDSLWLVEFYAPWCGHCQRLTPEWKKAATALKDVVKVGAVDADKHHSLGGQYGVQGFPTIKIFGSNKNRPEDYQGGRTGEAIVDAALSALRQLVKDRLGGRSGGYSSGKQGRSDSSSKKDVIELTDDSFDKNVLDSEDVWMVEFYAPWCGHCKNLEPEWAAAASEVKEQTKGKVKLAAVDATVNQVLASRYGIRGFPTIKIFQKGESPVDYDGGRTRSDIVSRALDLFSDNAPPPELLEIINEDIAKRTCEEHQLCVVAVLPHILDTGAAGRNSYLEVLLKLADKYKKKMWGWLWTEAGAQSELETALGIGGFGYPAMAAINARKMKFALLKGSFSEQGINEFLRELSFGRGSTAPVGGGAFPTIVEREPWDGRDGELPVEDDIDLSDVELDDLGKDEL
SIRT5 inh = inhibitors of human sirtuin-5 desuccinylase. Q9NXA8. Purified SirT5, succinyl-peptide AMC, trypsin-coupled fluorescence. inhibition, % at 15 µM. 1.1% of 330,000 active. AID 652115; in the data active = inhibition above about 15%; inconclusive = no clear call, values can overlap the other calls
Target sequence (Q9NXA8 whole entry, looked up): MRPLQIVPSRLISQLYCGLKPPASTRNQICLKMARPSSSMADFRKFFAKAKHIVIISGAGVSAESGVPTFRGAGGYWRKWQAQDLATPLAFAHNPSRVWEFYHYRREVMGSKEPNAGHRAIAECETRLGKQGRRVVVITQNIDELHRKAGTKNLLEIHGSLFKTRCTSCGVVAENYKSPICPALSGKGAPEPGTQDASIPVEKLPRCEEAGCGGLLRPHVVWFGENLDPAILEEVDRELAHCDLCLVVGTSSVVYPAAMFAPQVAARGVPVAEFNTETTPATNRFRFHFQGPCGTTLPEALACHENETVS
CFTR F508del cor = correctors of CFTR F508del function in bronchial epithelial cells | activity (quench increase), % at 7.58 µM | AID 720511 | 0.36% of 350,000 active | CFBE cells, YFP halide quenching; stimulated with forskolin plus potentiator P3; % fluorescence drop versus neutral controls;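 active = mean added fluorescence quench of at least 8% versus neutral control, with both replicates also reaching 8%; inconclusive = only one of the mean or replicate conditions met; inactive = mean below 8% and not both replicates reaching 8%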;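 note: cells transiently co-express mutant CFTR-F508del with the halide-sensitive YFP; corrector assay measuring rescue of mutant channel to the surface after 24 h compound exposure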
The depositor's hits bear a star; ? = inconclusive; / = not tested or not shown; [ ] = remark or other dose.

Fields – ERp5 block	DENV2 CPE rescue	miR-122 sensor	SIRT5 inh	Casp6 inh	CFTR F508del cor	ERAP1 HTS inh
- O=C(C[C@H]1C[C@H]2c3cc(NC(=O)Cc4ccncc4)ccc3O[C@H]2[C@@H](CO)O1)NCc1cccc(F)c1
  -1.0	-1.6	9.2[16.7 µM]	5.4	4.9	-0.5	2.8
- CC(C)c1nnc(NC(=O)c2ccc(S(=O)(=O)N3CCOCC3)cc2)s1
  5.8	3.1	/	0.8	-0.3	6.0	0.9
- COc1ccc(Cl)cc1NC(=O)C1CCN(C(=O)C2CC(=O)N(c3ccc(C)cc3)C2)CC1 (stereo not given)
  0.7	-3.3	/	4.0	-1.3	-0.8	2.1
- C[C@@H]1CN([C@@H](C)CO)C(=O)c2cc(NC(=O)Nc3ccc(C(F)(F)F)cc3)ccc2O[C@@H]1CN(C)Cc1ccc(C(F)(F)F)cc1
  -2.3	-22.7	1.2[16.7 µM]	9.6	-0.5	0.4	-3.0
- Cc1ccc(S(=O)(=O)Nc2ccc3c(c2)C(=O)N([C@H](C)CO)C[C@@H](C)[C@@H](CN(C)Cc2ccncc2)OCCCC[C@@H](C)O3)cc1
  3.4	-5.3	0.5[16.7 µM]	2.6	-0.9	-1.0	-5.2
- C[C@H](CO)N1C[C@H](C)[C@@H](CN(C)C)Oc2ccc(NC(=O)NC3CCCCC3)cc2C1=O
  1.0	-2.6	5.8[16.7 µM]	1.4	-0.3	2.9	-0.5
- COc1ccc(-c2cnc3c(c2)C(=O)N([C@@H](C)CO)C[C@H](C)[C@H](CN(C)C(=O)Cc2ccccn2)O3)cc1
  0.1	-6.2	7.3[16.7 µM]	-9.3	/	0.6	-1.3
- CCOC(=O)C1CCN(C(=O)COC(=O)c2ccc(=O)n(Cc3ccccc3)n2)CC1
  1.2	0.3	/	-2.8	-1.0	0.4	-0.2
- COc1ccccc1-c1sc2cc3c(cc2c1C#CC1(O)CCCCC1)OCO3
  5.2	2.7	/	-2.8	-0.4	-1.6	-1.2
- CCn1c(C)nc2cc(C(=O)NNC(=S)Nc3ccccc3)ccc21
  3.4	2.0	-3.9	1.9	4.7	6.1	2.4
- O=C(COC(=O)COc1ccc(Br)cc1)NCC1CCCO1 (stereo not given)
  5.6	-6.0	-0.7	/	-0.5	-4.2	0.0
- CCCCNC(=O)c1cn(CC)c2cc(N3CCN(C)CC3)c(F)cc2c1=O
  1.9	?	-1.9	-5.7	-0.6	1.1	1.8
- OCC1(Cc2ccc(F)cc2)CCCN(CCCC(F)(F)F)C1 (stereo not given)
  -2.4	0.2	/	0.7	0.5	-1.5	-5.2
- Cc1ccc(S(=O)(=O)NCC[C@@H]2CC[C@@H](NC(=O)c3cccnc3)[C@H](CO)O2)cc1
  -3.0	19.8	/	-0.8	-2.2	0.4	-0.1
- O=[N+]([O-])c1cccc(N(CC(O)CN2CCCC2)S(=O)(=O)c2ccccc2)c1 (stereo not given)
  2.6	-2.3	-5.1	-1.7	-4.8	2.0	3.2
- CCCCC(CC)CNC(=O)C1CCCN(S(=O)(=O)c2cnc[nH]2)C1 (stereo not given)
  3.5	-2.7	1.9	/	-1.4	-2.0	1.7
- CCc1cc(=O)oc2cc(C)cc(OCC(=O)NC3CC3)c12
  -6.0	-3.4	-2.7	-13.2	-1.1	-2.3	-2.1
- Cc1ccc(NC(=O)[C@@H]2CCCN2C(=O)[C@@H]2Cc3ccccc3CN2)c(C)c1
  4.5	-3.2	-2.3	-1.6	-1.2	1.0	-2.1
- O=C(Nc1ccc(Cl)cc1)N1CCN(c2ncccn2)CC1
  0.0	0.4	1.0	-2.3	0.4	-1.6	-9.9
- CC1CN(S(=O)(=O)c2cccc(C(=O)Nc3ccc(N4CCCCC4)cc3)c2)CC(C)O1 (stereo not given)
  2.3	-1.9	0.1	/	4.0	-1.6	2.0
- Cc1cc(C(=O)Nc2cccc3c2O[C@H](CN(C)C(=O)NC(C)C)[C@H](C)CN([C@@H](C)CO)C3=O)n(C)n1
  -1.7	4.6	0.4[16.7 µM]	3.5	-1.0	0.8	2.1
- CC(Cc1ccc(Cl)cc1)N1CCC(n2nccc2NC(=O)C2CCCC2)CC1 (stereo not given)
  -1.1	0.4	-2.2	-0.9	-4.8	-1.3	0.0
- Cc1cc(NC(=O)CSc2nc(-c3ccc(Cl)cc3)cs2)no1
  -4.4	/	-5.1	2.7	0.3	/	0.4
- COc1ccccc1NC(=O)CCc1c(C)nc2c(-c3ccc(F)cc3)c(C)nn2c1C
  -4.0	-1.2	1.6	-1.5	-1.1	2.6	4.1
- O=C1[C@H]2[C@@H](c3ccc(Cl)cc3)N3C(=O)N(c4cccc(Cl)c4)C(=O)[C@@]3(Cc3ccc(Cl)cc3)[C@H]2C(=O)N1C1CCCCC1
  7.8	-4.5	/	/	-1.4	0.8	/
- O=C(C[C@H]1C=C[C@@H](NC(=O)Cc2cccnc2)[C@@H](CO)O1)Nc1ccc(-c2ccccc2)cc1
  0.4	-0.6	/	1.3	-4.6	1.3	2.1
- O=[N+]([O-])c1cc(/C=N/Nc2nc(N3CCOCC3)nc(N3CCOCC3)n2)ccc1Cl
  -6.4	2.7	/	8.7	-1.3	1.3	0.9
- CC(C)C(C(=O)Nc1nccs1)N1C(=O)c2ccccc2C1=O (stereo not given)
  ?	0.3	/	-5.7	-3.9	0.9	-7.8
- CCCCn1c(N)c(N(CC)C(=O)C2CCCC2)c(=O)[nH]c1=O
  -7.1	-7.0	1.0	-3.4	-0.9	-4.5	3.5
- COc1cccc(S(=O)(=O)N(C)C[C@@H]2Oc3ncc(C#CC(C)C)cc3C(=O)N([C@H](C)CO)C[C@@H]2C)c1
  2.4	-5.9	-5.2[16.7 µM]	-3.8	-2.3	/	0.3
- CC(C)CC1NC(=O)c2cc(Cl)ccc2-n2c1nc1ccc(F)cc1c2=O (stereo not given)
  1.2	?	/	-12.3	3.1	-0.6	4.1
- O=C(COc1ccccc1)NCC(c1ccco1)N1CCN(c2ccc(F)cc2)CC1 (stereo not given)
  3.2	1.0	/	18.5*	3.9	3.5	0.5
- Cc1ccc(S(=O)(=O)NCCC(=O)NCCOc2ccccc2)cc1
  2.6	-1.8	5.3	-5.8	3.1	-2.4	2.5
- Cc1ccccc1-c1ccc([C@@H]2[C@@H](CO)N3CCCCN(S(=O)(=O)c4cn(C)cn4)C[C@H]23)cc1
  -2.3	-13.6	-5.3[16.7 µM]	0.6	-0.8	-1.6	-1.2
- CC1(C)CC2CC(C)(CN2C(=O)c2cc(-c3ccc(F)cc3)on2)C1 (stereo not given)
  3.9	-7.2	-8.5	-0.4	-3.8	-1.6	-3.1
- Oc1ccc(CCc2ccccn2)cc1
  -1.1	-5.1	2.5	-3.8	0.5	-0.8	-5.4
- C=CC[C@H](CC(=O)N(CCO)Cc1ccccc1)C(=O)NCCOC(=O)[C@@H](CC=C)CC(=O)OC(C)(C)C
  3.4	-6.2	13.1	5.1	-1.1	0.4	23.9
- COc1ccc(SC[C@H](Cc2ccccc2)N2CCN(C)CCC2=O)cc1
  -0.1	17.6	3.7	-4.1	-1.5	0.5	7.6
- N#Cc1cnn2c(C(F)(F)F)cc(-c3ccccc3)nc12
  -0.7	0.6	/	-0.1	1.3	-1.6	-1.9
- CSCCC(=O)N1CCCC(N(C)CCc2ccccc2)C1 (stereo not given)
  3.1	5.1	-3.3	0.2	-1.5	-2.1	-2.7
- CC(C)NC(=O)N1[C@H](C#N)[C@@H](c2ccc(-c3ccc(F)cc3)cc2)[C@@H]1CO
  -2.2	-0.9	/	-2.4	2.8	0.0	0.7
- CN1OC[C@@H]2CN[C@H](c3cccc(-c4cc(Cl)cc(Cl)c4)c3)C[C@@H]21
  -1.9	-2.6	9.7	/	-5.0	-1.8	/
- CCn1cc(C(=O)NCC(=O)NCCCN2CCOCC2)c(=O)c2cc3c(cc21)OCO3
  -3.2	-2.0	-7.5	-0.2	2.8	-1.7	-4.1
- CCOC(=O)c1nc(C(=O)NCc2ccc(C)cc2)nc2ccccc12
  4.6	/	/	/	6.5	0.0	1.2
- Cc1nnc(NC(=O)C2CC(=O)N(c3ccccc3)C2)s1 (stereo not given)
  2.7	-0.1	/	0.3	10.4	-1.3	8.5
- CS(=O)(=O)c1ccc(Nc2nc(C(N)c3ccccc3Cl)cs2)cc1 (stereo not given)
  5.0	0.8	2.6	/	3.5	0.4	-3.7
- Cc1cccc(-c2noc(CNC(=O)c3ccco3)n2)c1
  -0.6	1.7	/	5.8	-0.7	2.1	-3.7
- COc1ccc(S(=O)(=O)N2CCc3ccccc32)cc1C(=O)Nc1ccc(NC(C)=O)cc1
  0.9	-9.1	7.0	1.9	3.5	-4.9	0.8
- COc1ccc(CNS(=O)(=O)c2ccc3c(c2)NC(=O)C(C)S3)cc1 (stereo not given)
  0.4	7.7	-3.3	12.4	-1.1	-1.8	5.9
- C[C@@H]1CCCCO[C@@H](CN(C)S(=O)(=O)c2ccccc2)[C@H](C)CN([C@H](C)CO)C(=O)c2cc(NC(=O)CCCN(C)C)ccc2O1
  -2.7	-1.5	4.8[16.7 µM]	-2.2	-3.1	-0.8	-0.3
- Nc1ccc(Oc2ccc3c(c2)OCO3)cc1
  6.0	5.4	/	-3.0	0.7	2.1	4.4
- COC(=O)C(CC#Cc1ccc2c(c1)[C@]1(C(=O)N2)[C@H](c2ccc(O)cc2)N2[C@H](c3ccccc3)[C@H](c3ccccc3)OC(=O)[C@H]2[C@@H]1C(=O)N1CCc2cc(OC)c(OC)cc2C1)C(=O)OC
  0.8	6.3	/	1.1	2.1	-1.3	0.1
- CCCCN(CC)C(=S)Nc1ccc2nc(N3CCN(C)CC3)cc(C)c2c1
  3.3	2.4	3.0	-2.7	-60.1	-2.3	0.1
- COc1cccc(N(CC(=O)N2CCCC2)S(C)(=O)=O)c1
  0.9	4.1	-5.0	5.3	-4.8	-1.0	-1.5
- Cc1ccc(OCCC(=O)Nc2ccc(C)c(S(=O)(=O)N3CCOCC3)c2)cc1
  2.7	-7.9	/	-3.0	1.0	-2.8	0.1
- Cc1ccc2nc3n(c(=O)c2c1)-c1cc2ccccc2cc1C(=O)NC3Cc1ccccc1 (stereo not given)
  1.6	3.6	11.7	-6.7	0.4	1.8	/
- CN(C)C(=O)C[C@H]1CC[C@@H]2[C@@H](COc3ccc(NC(=O)C4CC4)cc3C(=O)N2C)O1
  -1.5	-7.7	-5.6[16.7 µM]	3.4	3.1	-1.4	-2.2
- C[C@@H]1CN([C@H](C)CO)S(=O)(=O)c2ccc(C#CC3CC3)cc2O[C@@H]1CN(C)S(C)(=O)=O
  3.2	6.0	3.2[16.7 µM]	0.1	-1.9	0.7	-1.8
- N#C/C(=C\c1c(N2CCN(Cc3ccccc3)CC2)nc2ccccn2c1=O)S(=O)(=O)c1ccccc1
  -3.7	6.0	-2.0	-0.1	-2.1	-2.3	-0.5
- O=C1CC(c2ccccc2)CC(O)=C1C=Nc1ccccc1Cl (stereo not given)
  -2.8	-4.7	-7.1	-0.1	-1.9	1.1	-0.5
- COCC(=O)N1[C@H](CO)[C@@H](c2ccccc2-c2ccccc2)[C@@H]1C#N
  -1.1	7.4	/	2.2	0.8	1.2	1.9
- O=C(C[C@@H]1CC[C@H]2[C@@H](COC[C@H](O)CN2CC2CCCC2)O1)NCC1CC1
  0.1	-1.9	/	-1.6	1.2	0.3	0.7
- Cc1cc(Nc2ccc(F)c(Cl)c2)n2nc(C)nc2n1
  -4.2	2.4	-0.8	0.8	0.0	2.4	0.3

Of the compounds above, two have a nitro group on carbon.
Fields – ERp5 block	DENV2 CPE rescue	miR-122 sensor	SIRT5 inh	Casp6 inh	CFTR F508del cor	ERAP1 HTS inh
- O=[N+]([O-])c1cccc(N(CC(O)CN2CCCC2)S(=O)(=O)c2ccccc2)c1 (stereo not given)
  2.6	-2.3	-5.1	-1.7	-4.8	2.0	3.2
- O=[N+]([O-])c1cc(/C=N/Nc2nc(N3CCOCC3)nc(N3CCOCC3)n2)ccc1Cl
  -6.4	2.7	/	8.7	-1.3	1.3	0.9

Screens as filed in PubChem BioAssay.
